Screening data from PubChem BioAssay.
TPT1 inhibitor = Candida albicans TPT1 enzyme inhibitors, primary screen, biochemical, fluorescence polarization; tRNA 2'-phosphotransferase TPT1 (Candida albicans SC5314); recombinant caTPT1, FP RNA substrate dephosphorylation; inhibition, % at 5 µM; 300,000 tested, 0.81% active;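 active means inhibition above the mean of all tested compounds plus 3 SD, set per screening campaign, cut at about 24% in these data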;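 further: plate controls were DMSO alone for no effect and ferristatin control at 100 nM for full effect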
PP5 primary = PP5 phosphatase inhibitors, primary screen, biochemical, fluorescence; Serine/threonine-protein phosphatase 5 (Homo sapiens), P53041; 320,000 tested, 0.18% active; inhibition, % at 6.7 µM; purified PP5c, OMFP substrate fluorescence;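 active means inhibition above the campaign's mean inhibition across all tested compounds plus 3 SD, cut at about 9.5% in these data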;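 further: 0% = DMSO only and 100% = 100 µM cantharidin control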
PP1 counter = PP1-alpha phosphatase inhibitors, primary screen, counter-screen for PP5 inhibitor project, biochemical, fluorescence, OMFP substrate, single point; inhibition, % at 6.7 µM; 320,000 tested, 0.9% active; purified PP1alpha; Serine/threonine-protein phosphatase PP1-alpha catalytic subunit (Homo sapiens), P62136;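 active means inhibition above the mean inhibition of all tested compounds plus 3 SD, computed separately for each screening campaign, cut at about 15% in these data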
Target sequence (P62136 whole entry, looked up): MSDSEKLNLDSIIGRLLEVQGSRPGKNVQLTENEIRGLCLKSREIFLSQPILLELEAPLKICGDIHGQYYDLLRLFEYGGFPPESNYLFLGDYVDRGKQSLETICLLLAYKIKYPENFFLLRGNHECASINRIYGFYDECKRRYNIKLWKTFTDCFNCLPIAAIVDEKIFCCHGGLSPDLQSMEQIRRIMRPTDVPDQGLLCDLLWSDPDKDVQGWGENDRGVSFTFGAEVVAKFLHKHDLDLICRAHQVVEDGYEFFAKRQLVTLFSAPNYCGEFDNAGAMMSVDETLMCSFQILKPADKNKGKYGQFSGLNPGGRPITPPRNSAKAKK
CTSL1 counter = Fasciola hepatica cathepsin L1 inhibitors, primary screen, counter-screen for PFM18AAP inhibitor project, biochemical, QFRET, fluorogenic peptide substrate | 300,000 tested, 0.49% active | AID 1906, 2009 | recombinant F. hepatica cathepsin L1, Z-Leu-Arg-MCA fluorescence | inhibition, % at 5.96 µM;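 active means inhibition above the mean of all tested compounds plus 3 SD, set per screening campaign, cut at about 17% in these data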;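 further: 0% = plate median of test compound wells and 100% = 1 µM Z-Phe-Ala-diazomethylketone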
PREPL inh = PREPL enzyme inhibitors, primary screen, biochemical, fluorescence polarization; recombinant PREPL, fluorescence polarization activity-based probe; inhibition, % at 5.96 µM; 320,000 tested, 0.68% active; in the data active means inhibition above about 43%;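 further: 0% = enzyme with DMSO and 100% = wells lacking enzyme; many of its hits are not listed in these tables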
Efflux pump mplx = inhibitors of Candida efflux pumps in yeast, primary screen, S. cerevisiae, Nile Red, multiplex; 330,000 tested, 0.44% active; AID 485275, 2010; S. cerevisiae Candida pump triplex; inhibition, % at 10 µM;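 active means plate passing quality check with inhibition over a set limit, or well fluorescence over plate mean plus 4 SD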;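 further: Nile Red retained in pooled yeast measured as flow cytometry median fluorescence; 0% = buffer negative control and 100% = Enniatin B positive control; higher means more Nile Red kept so more efflux inhibition; some compounds called inactive have numbers as strong as hits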
GASC-1 inh = inhibitors of GASC-1 histone demethylase, primary screen, biochemical, fluorescence, DELFIA europium. Lysine-specific demethylase 4C (Homo sapiens), Q9H3R0. GST-JMJD2C(1-420) H3K9me3 demethylation. inhibition, % at 2.35 µM. 330,000 tested, 0.069% active;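 active means more than half of a compound's replicate wells show inhibition beyond 50%, single wells judged on their own value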;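 further: signal counts dimethyl H3K9 product captured on neutravidin plate; 0% = median of DMSO wells and 100% = 0.3 times that DMSO median; strong numbers were not always called active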
Target sequence (Q9H3R0 1-420 limits assumed): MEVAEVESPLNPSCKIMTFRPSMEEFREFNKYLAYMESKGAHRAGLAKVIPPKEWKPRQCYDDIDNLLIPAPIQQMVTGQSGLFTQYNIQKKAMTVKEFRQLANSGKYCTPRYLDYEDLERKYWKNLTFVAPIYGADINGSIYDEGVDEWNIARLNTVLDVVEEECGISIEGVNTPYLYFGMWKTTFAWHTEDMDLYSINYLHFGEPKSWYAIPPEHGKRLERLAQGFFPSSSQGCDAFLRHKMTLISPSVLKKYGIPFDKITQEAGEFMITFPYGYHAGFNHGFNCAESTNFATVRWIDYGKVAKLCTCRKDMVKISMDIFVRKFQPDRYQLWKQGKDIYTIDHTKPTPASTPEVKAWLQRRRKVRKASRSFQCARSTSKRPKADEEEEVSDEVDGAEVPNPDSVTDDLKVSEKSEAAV
LYPLA2 counter = LYPLA2 inhibitors, primary screen, counter-screen for PME1 inhibitor project, biochemical, fluorescence polarization, FP-Rh probe ABPP | Acyl-protein thioesterase 2 (Homo sapiens), O95372 | recombinant LYPLA2 | inhibition, % at 5.9 µM | 320,000 tested, 0.38% active | AID 2177, 2009;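 active means inhibition above the screen-wide mean plus 3 SD, limit set per campaign, cut at about 26% in these data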;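 further: 0% = LYPLA2 with DMSO and 100% = wells lacking LYPLA2 enzyme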
Target sequence (O95372 whole entry, looked up): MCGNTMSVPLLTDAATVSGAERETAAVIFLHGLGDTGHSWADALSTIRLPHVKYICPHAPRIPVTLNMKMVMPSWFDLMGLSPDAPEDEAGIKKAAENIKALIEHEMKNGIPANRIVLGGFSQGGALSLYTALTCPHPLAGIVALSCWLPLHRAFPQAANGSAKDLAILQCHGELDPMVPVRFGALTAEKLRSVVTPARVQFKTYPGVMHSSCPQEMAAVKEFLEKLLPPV
HCV core dimer = inhibitors of HCV core protein dimerization, primary screen, biochemical, TR-FRET, high-throughput. TR-FRET GST/Flag-core106 dimerization, 1536-well. inhibition, % at 5 µM. 300,000 tested, 0.33% active;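 active means inhibition above the mean of all tested compounds plus 3 SD, set per screening campaign, cut at about 45% in these data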
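Material: GST/Flag-tagged HCV core106 proteins. Incubation: 4 h, 22.5 °C incubation. Read-out basis: inhibition (%) from 671 over 617 nm ratio. Measured by: TR-FRET, excitation 340 nm, emission 617 and 671 nm.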
Active calls of the source: *; / = not tested or not shown; & = joins results of further samples. The list is partial, so the mix of outcomes need not match the whole.

Structure,CTSL1 counter,PREPL inh,GASC-1 inh,PP1 counter,TPT1 inhibitor,Efflux pump mplx,PP5 primary,LYPLA2 counter,HCV core dimer
CCc1ccccc1NC(=O)c1onc(C)c1Cl,3,15,-10,-3,2,0.2,-0.2,1,1
Cc1[nH]n2c(=O)cc(C(C)C)nc2c1-c1ccccc1,0,3,-5,7,0,0.1,0.3,-7,-4
CSc1ccc(C2NC(=O)c3c(sc4c3CCN(C)C4)N2)cc1 (configuration not stated),2,4,2,3,105*,0.4,2.1,-11,-4
O=C1NC(=O)C2C3c4ccccc4C(c4ccccc43)C12 (configuration not stated),1,-1,0,2,0,-0.2,1.0,4,-1
Cn1cccc1CNC(=S)Nc1ccccc1F,1,3,17,-7,0,0.1,-1.1,4,-5
CCC(=O)Oc1ccc(C2N(C(=O)CC)CCN2S(=O)(=O)c2ccc(C)cc2)cc1OC (configuration not stated),3,16,-3,-4,3,0.3,1.0,0,-2
CC(NC(=O)c1ccccc1)C(=O)NNC(=O)c1ccccc1Cl (configuration not stated),/,5,-5,0,/,-0.1,1.0,-1,/
CC1CN(C(=S)NC2CCCC2)CC(C)O1 (configuration not stated),-5,1,0,-3,-4,0.1,2.5,2,-7
O=C(Cn1cc(C(=O)C2CC2)c2ccccc21)NCc1ccc2c(c1)OCO2,1,-19,2,-2,1,-0.1,3.6,1,-2
COc1cc(OC)c(/C=N/NC(=O)COc2cccc3cccnc23)c(OC)c1,1,14,-4,-1,-1,-0.1,1.3,3,-5
Cc1cc(C(F)(F)F)n(-c2nc(C(=O)N/N=C/c3ccc(F)cc3)cs2)n1,2,-23,3,5,2,0.4,2.6,11,0
Cc1ccc(NC(=S)c2nc3ccccc3[nH]2)cc1,3,-6,-8,4,-5,-0.1,3.4,-9,3
CC(C(=O)NC1=NCCS1)N1C(=O)c2ccccc2C1=O (configuration not stated),0,-1,-2,0,-2,0.1,1.1,-1,0
COc1ccc(OCCC(=O)OCC(=O)NC(=O)NC(C)C)cc1,-17,2,7,-3,-3,0.1,0.5,-3,-1
CC(CNc1nc2ccc(Cl)cc2n2cnnc12)c1ccccc1 (configuration not stated),-2,-25,-9,7,2,0.8,-5.5,-5,2
O=C(COC(=O)c1cccc(S(=O)(=O)N2CCOCC2)c1)Nc1ccc(Cl)cn1,/,3,3,1,/,0.0,3.4,-2,/
Nc1nc(SCC(=O)Nc2ccc(S(N)(=O)=O)cc2)n[nH]1,-2,-4,4,1,-1,-0.1,1.4,-7,8
COC(=O)c1sc(S(=O)(=O)NC(C)C(=O)O)c(C(=O)OC)c1C (configuration not stated),2,12,6,-1,-7,-0.1,4.6,1,-4
O=C(OCc1nc2ccc(Cl)cc2n1CCO)c1ccccc1C(=O)c1ccccc1,1,-3,1,1,-3,0.5,1.7,-8,-1
Cc1ccc(OC(=O)c2ccc(Br)o2)cc1,-8,8,-3,0,-2,-0.1,0.3,4,-5
COCCSc1ccccc1C(=O)Nc1cc(C)on1,0,26,2,1,-2,0.0,-0.7,0,-1
Cc1ccc(C(=O)O/N=C(\N)c2ccccn2)cc1C,2,6,-4,-1,-2,0.1,1.9,-1,-1
O=C(NCc1ccco1)c1sc2ccccc2c1Cl,3,-3,14,1,-2,0.1,-0.6,11,8
COC(=O)c1cc(C(=O)Nn2cnnc2)cc([N+](=O)[O-])c1,-3,-7,12,-2,2,0.0,0.2,-4,3
CCOC(=O)CN1C(=O)CN(c2ccc(C)cc2)C1=O,3,11,4,0,-3,0.0,-1.3,4,-7
CC(=O)c1cccc(NC(=O)NC(C)c2ccc3c(c2)OCO3)c1 (configuration not stated),1,5,-12,-2,-2,1.3,3.6,3,-2
CCCn1nnc2sc3c(c2c1=O)CCC(C)C3 (configuration not stated),2,2,-1,-2,4,0.1,-0.2,1,-1
COc1ccc(C(O)c2nc3ccccc3n2C)cc1OC (configuration not stated),-7,-2,-1,-1,1,-0.1,0.4,3,-1
O=C(CSc1n[nH]c(-c2ccccc2Br)n1)NCCN1C(=O)CSC1=O,1,12,-8,-2,-1,0.0,0.8,4,-1
O=C(OCC1OC2OC3(CCCCC3)OC2C2OC3(CCCCC3)OC12)c1ccccc1 (configuration not stated),4,18,4,0,1,-0.2,-0.1,1,-2

(continued)
Structure,CTSL1 counter,PREPL inh,GASC-1 inh,PP1 counter,TPT1 inhibitor,Efflux pump mplx,PP5 primary,LYPLA2 counter,HCV core dimer
O=C(NCC(=O)N(CC1CCCO1)C(C(=O)NC1CCCC1)c1ccc(F)cc1)c1ccco1 (configuration not stated),-2,6,-4&8,-3,-3,-0.1,-0.1,6,1
CC(OC(=O)c1ccc2c(=O)n3c(nc2c1)CCC3)C(=O)Nc1ccc(C(N)=O)cc1 (configuration not stated),/,9,/,0,/,0.0,0.3,-2,/
CCOc1ccccc1NC(=O)Cn1nnc(C(=O)Nc2ccc(C)cc2)c1N,-1,1,-59,1,-2,-0.1,4.1,11,-5
CC1CCN(Cc2nc(-c3ccc(Cl)cc3)no2)CC1,1,-5,0,-7,-3,0.2,3.0,7,-1
CCOC(=O)C1CCN(S(=O)(=O)c2ccc(C)cc2)CC1,-5,14,-6,-6,1,0.1,2.7,0,8
Fc1ccc(Cn2cc(C(=S)N3CCOCC3)c3ccccc32)cc1,3,38,10,3,-1,0.0,0.0,2,2
Cc1ccsc1/C=N/N1CCOCC1,-2,8,3,-2,-2,0.0,-0.2,10,-2
C=C(C)COc1ccc2c(C)c(C)c(=O)oc2c1OCC(=C)C,7,10,4,7,1,-0.1,0.7,1,9
CC(C)NC(=O)c1ccc2c(c1)nnn2C,-2,0,1,-4,-4,0.2,0.6,5,4
O=C(COC(=O)/C=C/c1nc2ccccc2s1)Nc1cccc(Cl)c1Cl,-4,1,0,-1,-2,-0.1,-0.6,3,-1
CCCC(CCC(=O)Nc1cccc([N+](=O)[O-])c1)C(=O)O (configuration not stated),2,2,-1,1,-2,-0.2,1.6,4,-3
CC(=O)N1c2ccccc2[C@@H](C)[C@@H]1C,/,22,3,-3,/,-0.2,-0.8,8,/
Cc1cccc(NS(=O)(=O)c2ccc(Cl)cc2)n1,3,18,-8,-2,1,0.2,6.8,5,2
CCCCn1nnnc1SCC(=O)Nc1ccc(C)cc1,1,-2,3,0,2,0.0,1.1,5,1
CC(=O)OCC(=O)c1c[nH]c2ccccc12,-5,1,4,-5,6,0.1,5.2,8,-2
O=C1C2CC=CCC2C(=O)N1c1ccc(NCCc2ccccc2)c([N+](=O)[O-])c1 (configuration not stated),1,-6,5,0,4,0.2,3.1,3,9
Cc1ccc(S(=O)(=O)N2CCCC(c3nc4c(nnn4Cc4ccc5c(c4)OCCO5)c(=O)[nH]3)C2)cc1 (configuration not stated),0,-3,2,1,-1,-0.1,0.6,1,23
CCOC(=O)c1ccc(N(CC(=O)NC2CCCC2)C(=O)CNC(=O)c2ccco2)cc1,-3,-9,-6,-2,2,-0.2,-2.0,0,-2
COc1ccc(-c2ccc(-c3nnc(Cc4ccc(OC)c(OC)c4)o3)cc2)cc1,3,9,0,1,-2,-0.2,3.3,5,-5
CC(=O)CSc1ncnc2scc(-c3ccc(F)cc3)c12,1,-1,-21,1,0,0.0,1.1,-7,8
Cc1ccc(C(=O)N[C@H](C(=O)N2CCN(c3ccccc3F)CC2)C(C)C)cc1,3,10,6,1,-5,0.2,1.3,-5,-6
CCC(=O)NC(=Nc1nc2ccccc2s1)NC(=O)CC,0,-14,16,-4,0,0.1,3.3,5,-1
C(=C\n1nnc2ccccc21)/c1ccccn1,-2,-9,6,-2,-4,0.0,1.3,-2,9
CCCN(C(=O)c1ccc(N2CCCC2=O)cc1)C1CCS(=O)(=O)C1 (configuration not stated),/,1,2,0,/,0.0,-0.7,1,/
O=C(O)C1C2CCC(O2)C1C(=O)Nc1ccc(Br)cc1F (configuration not stated),0,12,5,58*,1,0.1,66*,6,-3
COc1ccc(N(C(=O)C(C)C)S(=O)(=O)c2cccs2)cc1,-2,1,-9,2,-3,-0.2,2.5,4,-3
O=C(CSc1nnc(-c2ccccn2)o1)Nc1ccccc1C(F)(F)F,1,2,24,1,-2,0.3,1.1,11,6
O=C(N/N=C/c1ccc([N+](=O)[O-])cc1)c1cccc2cc[nH]c12,4,1,9,1,0,-0.1,-2.7,-6,3
COc1cc(C2CC(=O)c3c(O)cc(O)cc3O2)ccc1O (configuration not stated),2,7,8,-2,-4,-0.3,1.4,7,0
Cc1nnc(-c2ccc(Cl)cc2)[nH]c1=O,-2,2,22,-2,-2,0.1,3.2,2,-2

3 structures already listed, arranged by molar mass, smallest number first.
Structure,CTSL1 counter,PREPL inh,GASC-1 inh,PP1 counter,TPT1 inhibitor,Efflux pump mplx,PP5 primary,LYPLA2 counter,HCV core dimer
CCOC(=O)CN1C(=O)CN(c2ccc(C)cc2)C1=O,3,11,4,0,-3,0.0,-1.3,4,-7
COC(=O)c1cc(C(=O)Nn2cnnc2)cc([N+](=O)[O-])c1,-3,-7,12,-2,2,0.0,0.2,-4,3
O=C(CSc1nnc(-c2ccccn2)o1)Nc1ccccc1C(F)(F)F,1,2,24,1,-2,0.3,1.1,11,6

(listing goes on)
Structure,CTSL1 counter,PREPL inh,GASC-1 inh,PP1 counter,TPT1 inhibitor,Efflux pump mplx,PP5 primary,LYPLA2 counter,HCV core dimer
O=C(Cc1ccccc1)N1N=C(c2ccncc2)CC1(O)C(F)(F)F (configuration not stated),6,2,46,-3,-3,0.2,-1.7,-3,-2
CC1=Nn2c(nnc2-c2ccccc2F)SC1,-2,2,-3,0,-1,-0.1,0.2,5,-4
COC(=O)c1sccc1NC(=S)N1CCN(c2ccc(F)cc2)CC1,3,12,1,0,-1,0.1,0.7,-2,6
CCN(CC)c1ccc(C(=O)Nn2c(C)nc3ccccc3c2=O)cc1,-3,0,-22,-4,-4,0.1,0.1,5,-2
O=C(O)c1cccc(CSc2nc(-c3ccc(Cl)cc3)cc(C(F)(F)F)n2)c1,5,-4,5,17*,-4,0.1,6.1,-23,19
O=C(CCNS(=O)(=O)c1ccc(Br)cc1)NCc1ccc(F)cc1,0,-10,11,1,4,0.1,-0.2,-5,-3
Cn1c(=NC(=O)C2CCN(S(=O)(=O)c3cccs3)CC2)sc2ccccc21,2,-6,0,-1,-1,0.0,0.2,4,7
Cc1ccc(NC(=O)CN(C)C(=O)Cn2nnc(-c3ccccc3)n2)cc1,0,-8,4,-4,1,0.0,-2.0,0,-1
O=C(/C=C/c1ccccc1)NCCS(=O)(=O)N1CCN(c2ccccc2)CC1,-2,-15,-3,-5,-4,-0.1,2.0,-6,2
Cc1ccc(-n2nnnc2-c2cccc(C)c2)cc1,-1,-4,-20,-2,0,0.0,2.5,1,3
